# High-throughput results (PubChem BioAssay)
# NCI-60 one-dose screen, 48 h, at 10 µM unless noted. Numbers give growth in % (100 = growth as untreated, 0 = no growth, -100 = all killed).
# NCI/ADR-RES = NCI/ADR-RES ovarian cells | 81,000 compounds, 4.4% hits
# NCI-H322M = NCI-H322M lung cancer; 80,000 compounds, 2.7% hits; AID 1794733
# NCI-H23 = NCI-H23 lung cancer. AID 1794731. 80,000 compounds, 4% hits
# HCT-15 = HCT-15 colon cancer | 82,000 compounds, 5.2% hits | AID 1794746
# NCI-H522 = NCI-H522 lung cancer; AID 1794739; 78,000 compounds, 8% hits
# NCI-H226 = NCI-H226 lung cancer | 79,000 compounds, 3.5% hits | AID 1794732
# NCI-H460 = NCI-H460 lung cancer. 82,000 compounds, 6.8% hits. AID 1794736
# HCT-116 = HCT-116 colon cancer. 82,000 compounds, 7.3% hits
# COLO 205 = COLO 205 colon cancer | AID 1794742 | 79,000 compounds, 7.3% hits
# The depositor's hits bear a star; . = no result given; & = joins results of further samples. The calls were made as follows: active = growth percent below 10; inactive = the rest. Rows were taken by chance; any-hit rate near 13%.
SMILES,NCI/ADR-RES,NCI-H322M,NCI-H23,HCT-15,NCI-H522,NCI-H226,NCI-H460,HCT-116,COLO 205
CC1(O)c2ccccc2N2C(=O)NC(=O)C23C=CC1O3 (stereo not given),104,96,100,101,87,104,111,95,114
Oc1ccccc1-c1nc2ccccn2c1NCCN1CCOCC1,104,92,100,99,84,101,99,94,.
O=C1NC(=C(Cl)Cl)/C(=N/S(=O)(=O)N2CCCCC2)N1,99,92,54,-79*,-82*,89,94,6.4*,-85*
O=C1Nc2cc(Cl)ccc2/C1=C\c1ccc(OCC(=O)c2ccc(Br)cc2)cc1,56,82,53,53,51,62,59,58,55
CCOc1nc2c(N)ncnc2n1CC1CCC1,97,113,100,101,95,102,106,100,121
CCNC(=O)Nc1ccc(NC(=O)c2[nH]c(C)c(Cl)c2Cl)c(OC)c1,93,93,95,85,89,86,99,82,110
COc1ccc2nc(NC(=O)CSC(=S)N3CCN(c4ccccc4)CC3)sc2c1,100,88,103,109,.,.,115,99,117
O=C1c2ccccc2Cc2cccc(Cl)c21,96,85,95,97,86,95,117,97,.
O=c1c2ccccc2c2ccccc2c(=O)n1-c1c(Cl)cc(Cl)cc1Cl,107,100,107,111,96,113,118,104,105
O=C1OC(=O)[C@@H](c2ccccc2)[C@@H]1c1ccccc1,100,118,94,94,90,89,98,94,112
COc1ccc(Nc2ccnc(NCCNc3ccnc4cc(Cl)ccc34)n2)cc1,67,65,49,37,44,50,47,3.1*,39
Cc1ccc(Br)c([N+](=O)[O-])c1,106,117,105,.,114,108,122,109,115
C=CCN1C(=O)/C(=C\C(=O)OCC)S/C1=N/NC(=O)COc1cc(=O)n(C)c2ccccc12,104,97,99,106,98,95,103,102,103
Cn1cc(-c2ccc3cc(-c4ccc(CC(=O)Nc5cc(C(C)(C)C)nn5C)cc4)cnc3c2)cn1,-2.6*,21,5.4*,5.8*,11,-17*,9.4*,12,16
COc1ccc(Nc2nnc(-c3c[nH]c4ccccc34)o2)cc1,74,90,83,69,32,75,96,92,113
COc1cc(-c2nc3ccc([N+](=O)[O-])cc3[nH]2)ccc1OCC(=O)NN,99,84,86,89,79,90,97,91,99
O=C1CCCCC(=O)[C@H]2CC3(CO[C@@H]2CO1)OCCO3,105,96,103,102,102,101,104,102,110
O=[N+]([O-])c1cccc(Cn2cnc3c(=S)nc[nH]c32)c1,97&103,105&134,97&99,107&100,100&94,95&111,115&118,118&107,109&116
COc1ccc(/C(C)=C(\c2ccc(Cl)cc2)c2ccc(OCCN3CCCCCC3)cc2)cc1F,66,83,54,-24*,66,71,8.6*,23,22
c1cnc2[nH]c3cc4c(cc3c2c1)OCO4,97,118,100,95,107,97,102,96,129
C=C1CC[C@@H]2[C@](C)(COC(C)=O)[C@H](OC(C)=O)CC[C@@]2(C)[C@@H]1CC(Nc1ccc(S(=O)(=O)NC(C)=O)cc1)C1=CCOC1=O (stereo not given in full),12,35,7.4*,-50*,-63*,-52*,5.3*,-64*,-33*
Cc1cc[n+](CC(=O)c2ccc3ccccc3c2)cc1,107,97,100,101,117,92,103,82,100
CC(=O)NCc1c(C)c(C)c(CNC(C)=O)c(C)c1C,101,115,109,132,100,103,116,105,100
Oc1cccc(O)c1,99&105,93&113,91&101,100&89,96&111,99&95,106&113,94&103,117&139
N#CN=CN1CC2CCC(CC2)C1,109,83,102,102,89,98,107,107,99
COc1cc(C=C2C(=O)N(C)C(=O)N(C)C2=O)cc(CN2CCCC2)c1O,104,99,27,102,103,.,114,103,106
O=C(Nc1ccc(Br)cc1F)c1cc(F)ccc1O,9.9*,10,4.0*,2.3*,-1.1*,.,3.4*,2.3*,16
O=C(NNc1ccccc1)C1CCCN1 (stereo not given),84,86,99,40,52,81,99,79,103
CNC(=O)N(C)C(=O)c1ccccc1C(=O)N(C)C(=O)NC,104,90,102,109,99,103,102,101,109
CCN(CC)C(Cl)=Nc1ccc(Cl)cc1,106,103,104,98,91,96,106,98,103
Cc1nn(CC(O)c2ccccc2)c(N)c1C(=O)N/N=C\c1ccc(OC(F)F)c(OC2CCCC2)c1 (stereo not given),93,99,97,95,89,88,96,93,99
CC(C)CC(C(=O)O)C(=O)O,119,106,108,109,83,112,100,99,106
Cc1ccc(-c2nc(NS(=O)(=O)c3ccccc3)nc(Cl)c2C#N)cc1,106,108,97,97,88,105,109,111,124
Nc1ccc(C(=O)OCCCN(C2CCCCC2)C2CCCCC2)cc1,104,98,98,102,92,99,107,105,108
COc1cc2oc(-c3cccc(NC(=O)c4cc(NC(=O)[C@H](C)NC(=O)OC(C)(C)C)ccc4C)c3)cc(=O)c2c(OC)c1OC,87,86,64,51,72,81,62,58,68
OCCOc1c(Cl)c(Cl)c(Cl)c(Cl)c1Cl,96,94,109,110,92,104,111,91,120
O=c1oc2ccccc2cc1-c1nnc(SCc2ccccc2)o1,102,99,97,100,117,95,102,96,105
O=C1/C(=C\c2cn(C(=O)c3c(Cl)cccc3Cl)c3ccccc23)c2ccccc2N1C(=O)c1c(Cl)cccc1Cl,105,125,97,66,87,93,115,83,69
OCCOCCOCc1ccccc1,106,134,102,104,108,99,121,116,114
Nc1ncnc2[nH]c(=O)[nH]c12,107,103,103,96,105,88,96,91,132
CN(C)CCOC(=O)Nc1nc2ccc(Sc3ccccc3)cc2[nH]1,18,37,44,33,-24*,62,13,31,8.5*
CCOc1cc(/C=N\NC(=O)CCCC(=O)N/N=C/c2ccc(O)c(OCC)c2)ccc1O,114,112,103,103,103,110,112,103,106
COc1ccc(-c2cc(C(=O)N=Nc3c(O)[nH]c4ccc(Cl)cc34)c3ccccc3n2)cc1OC,98,102,92,101,106,90,111,101,125
NCC(=O)NC(CC(=O)O)C(=O)O (stereo not given),104,104,108,105,87,100,110,106,119
CC1CC(C)CN(C(=O)c2ccc(Cl)cc2Cl)C1 (stereo not given),108,99,99,96,116,94,107,73,97
CC1(C)CC(=O)C2=C(C1)N(CCc1ccc(S(N)(=O)=O)cc1)C1=C(C(=O)CC(C)(C)C1)C2c1ccc(O)cc1,106,102,103,99,99,115,101,112,107
C=CCn1c(SC/C(=N\O)c2ccccc2)nnc1-c1cc(-c2ccc(Cl)cc2)nc2ccccc12,46,.,49,36,52,38,24,31,43
CC(=O)Oc1c(Br)c(Br)c(Br)c(Br)c1Br,100,105,94,105,72,87,101,86,109
COc1ccc(-n2nc(C(=O)Nc3cc(OC)c(OC)c(OC)c3)nc2-c2cc(OC)c(OC)c(OC)c2)cc1,79,84,89,79,.,82,92,71,90
NC1=NC2(CS1)CSC(N)=N2,98,93,90,97,97,.,106,94,107
CCOC(=O)C1=C(c2ccccc2)N=c2s/c(=C/c3ccc(Br)cc3)c(=O)n2C1c1ccc(Br)cc1 (stereo not given),110,97,97,95,92,92,97,83,98
Cc1ccc(-c2nc(Nc3ccc(S(N)(=O)=O)cc3)c3ccccc3n2)cc1,55,53,71,1.3*,77,74,22,35,83
CCOC(=O)CNC(=O)Nc1ccc2c(ccn2C(=O)c2cccc(F)c2)c1,99,94,102,96,94,89,107,102,107
O=C(O)c1cn(C2CC2)c2cc(N3CCN(Cn4nc(-c5ccc6ccccc6c5)oc4=S)CC3)c(F)cc2c1=O,102,105,98,95,93,.,104,98,.
Oc1[nH]c2cc(Cl)ccc2c1/C=c1/cc2c(c(-c3ccc(F)cc3)n1)=Nc1ccccc1-2,91,105,94,111,96,84,97,98,110
Cc1ccc(S(=O)(=O)n2ccnc2)cc1,101,118,102,105,96,93,104,98,120
CCCCCCCCOC(=O)c1c(C)[nH]c(/C=C2\N=C(c3ccc[nH]3)C=C2OC)c1C,16,26,3.2*,1.2*,4.0*,9.1*,10,-83*,-34*
O=C1CCC(NNS(=O)(=O)c2ccccc2)N1 (stereo not given),94,95,92,103,101,101,107,104,98
COC(=O)C(N)CCCN=C(N)NC(=S)Nc1ccc(Cl)cc1 (stereo not given),104,94,87,97,.,97,99,89,105
COc1ccc(-c2nc3ccccc3n2CC(=O)N=Nc2c(O)[nH]c3ccc(Cl)cc23)cc1,81,112,78,72,78,104,69,14,70

# Entries of single compounds as entered above.
# Profile of `Oc1ccccc1-c1nc2ccccn2c1NCCN1CCOCC1` : NCI/ADR-RES = 104; NCI-H322M = 92; NCI-H23 = 100; HCT-15 = 99; NCI-H522 = 84; NCI-H226 = 101; NCI-H460 = 99; HCT-116 = 94; COLO 205 = .
# Profile of `C=CCn1c(SC/C(=N\O)c2ccccc2)nnc1-c1cc(-c2ccc(Cl)cc2)nc2ccccc12` : NCI/ADR-RES = 46; NCI-H322M = .; NCI-H23 = 49; HCT-15 = 36; NCI-H522 = 52; NCI-H226 = 38; NCI-H460 = 24; HCT-116 = 31; COLO 205 = 43

# Remaining list, next part:
SMILES,NCI/ADR-RES,NCI-H322M,NCI-H23,HCT-15,NCI-H522,NCI-H226,NCI-H460,HCT-116,COLO 205
O=C1/C(=C/c2ccccc2)CN(C(=O)C(Cl)Cl)C/C1=C\c1ccccc1,13,37,-56*,-24*,-0.5*,96,-30*,-71*,-1.1*
O=C1/C(=C/c2ccccc2[N+](=O)[O-])Oc2ccc(O)cc21,49,80,44,-31*,-5.1*,79,72,-21*,20
CCOC(=O)/C=C(\CC(=O)OCC)n1c(=O)c2sc3ncccc3c2n2nnc(-c3ccccc3)c12,107,97,93,106,96,104,121,103,88
O=C(COc1ccc(NC(=O)Nc2ccc(Cl)cc2)cc1)N=Nc1c(O)[nH]c2ccc([N+](=O)[O-])cc12,93,53,21,94,8.1*,22,17,-38*,23
COc1cc(-c2nc3cc(Cl)c(Cl)cc3[nH]2)ccc1OCC(=O)N=Nc1c(O)[nH]c2ccc([N+](=O)[O-])cc12,109,112,84,103,90,93,102,43,78
COc1ccc(OC)c(/C=C/c2nnc(Nc3ccc(Cl)cc3)s2)c1,.,99,95,97,100,94,96,92,112
NS(=O)(=O)c1ccc(Nc2nc(SCC(=O)c3ccccc3)nc3c2CCCC3)cc1,92,93,94,94,93,93,88,101,99
O=C1c2cccc3c(Br)ccc(c23)C(=O)N1CC1CO1 (stereo not given),102,105,105,108,90,96,102,101,100
CN1C(N2CCN(S(=O)(=O)c3ccccc3)CC2)=NS(=O)(=O)c2ccccc21,100,83,98,113,80,112,103,109,109
Cc1ccc(/C=C2\SC(=O)N(Cc3cc4ccccc4nc3Cl)C2=O)cc1,101,104,102,101,93,95,102,108,112
O=[N+]([O-])c1ccc(N/N=C/c2cccnc2)cc1,71,61,48,61,87,73,31,28,57
O=C(Nc1ccc(N2CCNCC2)cc1)c1[nH]ncc1Nc1cc(C2CC2)ncn1,102,38,44,36,25,.,39,15,24
Nc1ncnc2c1cnn2C1CCCCC1,96,94,93,95,53,98,106,106,103
CN1C(=O)NC2(CCCC2)C1=O,112,137,100,99,96,94,116,106,.
CCCCS(=O)(=O)Nc1ccc(Cl)cc1,96,106,98,108,100,101,108,112,119

# By substructure: the entries above with an aryl thioether with sulfur outside any ring (4)
SMILES,NCI/ADR-RES,NCI-H322M,NCI-H23,HCT-15,NCI-H522,NCI-H226,NCI-H460,HCT-116,COLO 205
O=c1oc2ccccc2cc1-c1nnc(SCc2ccccc2)o1,102,99,97,100,117,95,102,96,105
CN(C)CCOC(=O)Nc1nc2ccc(Sc3ccccc3)cc2[nH]1,18,37,44,33,-24*,62,13,31,8.5*
C=CCn1c(SC/C(=N\O)c2ccccc2)nnc1-c1cc(-c2ccc(Cl)cc2)nc2ccccc12,46,.,49,36,52,38,24,31,43
NS(=O)(=O)c1ccc(Nc2nc(SCC(=O)c3ccccc3)nc3c2CCCC3)cc1,92,93,94,94,93,93,88,101,99

# Additional structures
SMILES,NCI/ADR-RES,NCI-H322M,NCI-H23,HCT-15,NCI-H522,NCI-H226,NCI-H460,HCT-116,COLO 205
Cc1c(O)cnc2nn(-c3ccccc3)c(=N)n12,108,114,102,100,.,100,103,101,123
Cc1ccc2nc(Nc3nc(C)c(C(=O)Nc4ncccn4)c(-c4ccc(F)cc4)n3)sc2c1,.,88,91,105,74,91,101,90,105
O=C(/C=C/c1cc2ccccc2[nH]c1=O)/C=C/c1cc2ccccc2[nH]c1=O,57,87,-42*,48,-51*,-30*,-37*,-71*,-12*
CC(=O)Oc1c(Cl)cccc1-c1ccccc1,97,93,111,108,94,99,102,101,111
CCCCCCCCCCCCNCc1ccccc1,86,97,99,87,87,102,104,90,58
CCOC(=O)c1cnc2c(N=Nc3ccc(OC)cc3)c(N)nn2c1N,99,98,99,102,87,100,103,101,106
Cc1[nH]c(C(=O)Nc2ccccc2OCc2cccc(C(=O)NC3CCCNC3)c2)c(Cl)c1Cl (stereo not given),-2.7*,-94*,-77*,-84*,-51*,73,-69*,-67*,-33*
COC(=O)c1cccnc1Nc1ccc(N2C(=O)C=CC2=O)cc1,101,99,101,105,98,98,106,108,104
CCOC(=O)c1[nH]cnc1/N=N/N(C)CCO,99,111,105,121,93,103,105,105,107
C/C(=N\O)c1ccc(NC(=O)CSc2nnc(-c3cc(-c4ccc(S(C)(=O)=O)cc4)nc4ccccc34)n2-c2ccccc2)cc1,97,92,99,85,82,90,90,84,102
Nc1cccnc1/C=N/NC(=S)NCCNC(=O)c1ccc(-n2nc(-c3ccccc3O)nc2-c2ccccc2O)cc1,67,19,-1.3*,18,4.4*,2.7*,38,7.1*,15
